Source: PubChem (NMMLSC)
Bim-Bcl-B – human Bim-Bcl-B interaction inhibition | bead-based flow cytometry, Bim peptide-Bcl-B binding | hit rate 0.073% among 190,000 | inhibition, % at 10 µM | Q9HD36;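 also: 0% = tracer peptide without compound and 100% = reference inhibitor peptide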
Bim-Mcl-1 – disrupts Bim peptide binding to human Mcl-1. hit rate 0.1% among 190,000. Q07820. inhibition, % at 10 µM. AID 1009. Bead-based flow cytometry, Bim peptide-Mcl-1 binding;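 also: 0% = no compound tracer wells and 100% = peptide blocker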
Target sequence (Q07820 whole entry, looked up): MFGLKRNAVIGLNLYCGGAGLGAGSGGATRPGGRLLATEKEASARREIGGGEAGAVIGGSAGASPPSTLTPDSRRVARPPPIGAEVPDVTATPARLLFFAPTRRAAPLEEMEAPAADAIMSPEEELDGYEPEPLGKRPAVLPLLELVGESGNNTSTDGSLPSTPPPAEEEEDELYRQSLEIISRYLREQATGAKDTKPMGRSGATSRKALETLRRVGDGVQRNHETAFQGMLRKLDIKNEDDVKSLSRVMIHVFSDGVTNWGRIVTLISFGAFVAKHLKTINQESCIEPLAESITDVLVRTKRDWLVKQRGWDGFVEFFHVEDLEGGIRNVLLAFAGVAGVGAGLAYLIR
RGS8-Gao reg – regulators of human RGS8-Galphao interaction. P09471. hit rate 0.34% among 220,000. response (percent of control binding), % at 10 µM. AID 1423. multiplexed bead flow cytometry, RGS8-Galphao binding; actives lie on both sides; in the data active = response below about 60% or above about 140%; inactive = in between;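 also: Galphao activated as the GDP aluminium fluoride complex binding bead-coupled RGS8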
RGS7-Gao reg – regulators of human RGS7-Galphao interaction; binding response (% of control), % at 10 µM; hit rate 0.35% among 220,000; Multiplexed bead flow cytometry, RGS7-Galphao binding; actives lie on both sides; in the data active = binding response below about 49% or above about 150%; inconclusive = no clear call, values can overlap the other calls; inactive = in between;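 also: fluorescent Galphao held in activated GDP-AlF4 state binding bead-coupled RGS7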
Bim-Bfl-1 – disrupts Bim binding to human Bfl-1; Q16548; Bead-based flow cytometry, Bim-Bfl-1 binding inhibition; inhibition, % at 10 µM; hit rate 0.12% among 190,000;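 also: 0% = wells without compound plus tracer and 100% = blocker peptide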
Bim-Bcl-2 – disrupts Bim peptide binding to human Bcl-2 | P10415 | Bead-based flow cytometry, Bim peptide-Bcl-2 binding | inhibition, % at 10 µM | hit rate 0.06% among 190,000 | AID 950; in the data active = inhibition above about 40%; inconclusive = no clear call, values can overlap the other calls;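 also: 0% = no compound wells with probe peptide and 100% = reference peptide inhibitor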
Target sequence (P10415 whole entry, looked up): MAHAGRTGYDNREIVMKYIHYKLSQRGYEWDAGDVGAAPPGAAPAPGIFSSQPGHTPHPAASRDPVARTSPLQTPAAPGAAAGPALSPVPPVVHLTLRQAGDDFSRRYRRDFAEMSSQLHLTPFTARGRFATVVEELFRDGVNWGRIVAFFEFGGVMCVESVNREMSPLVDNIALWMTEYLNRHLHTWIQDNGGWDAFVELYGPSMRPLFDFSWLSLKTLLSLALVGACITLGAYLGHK
Bim-Bcl-XL – disrupts Bim peptide binding to human Bcl-XL; Q07817; bead flow cytometry, fluorescence; inhibition, % at 10 µM; hit rate 0.04% among 190,000
Target sequence (Q07817 whole entry, looked up): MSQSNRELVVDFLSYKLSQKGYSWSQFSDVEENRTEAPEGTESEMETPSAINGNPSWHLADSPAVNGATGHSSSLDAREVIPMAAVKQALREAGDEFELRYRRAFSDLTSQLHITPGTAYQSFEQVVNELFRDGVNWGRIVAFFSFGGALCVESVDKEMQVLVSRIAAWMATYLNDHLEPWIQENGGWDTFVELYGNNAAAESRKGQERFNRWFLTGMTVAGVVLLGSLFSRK
RGS4-Gao reg – human RGS4-Galphao interaction regulation | P09471 | Multiplexed bead flow cytometry, RGS4-Galphao binding; actives lie on both sides | binding response (% of control), % at 10 µM | hit rate 0.33% among 220,000; in the data active = binding response below about 49% or above about 150%; inactive = in between;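 also: fluorescent Galphao activated with aluminum fluoride binding bead-coupled RGS4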
ABCB1 inh – inhibitors of human ABCB1 transporter, ABCG2 counter-screen | inhibition, % at 6.6 µM | P08183 | CCRF-Adr cells, JC-1 efflux, flow cytometry | hit rate 0.067% among 190,000; in the data active = inhibition above about 40%;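 also: 0% = vehicle and 100% = reference inhibitor; higher value means more JC-1 retained so stronger ABCB1 efflux block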
ABCG2 inh – inhibitors of human ABCG2 transporter, ABCB1 counter-screen; Q9UNQ0; IgMXP3 cells, JC-1 efflux, flow cytometry; inhibition, % at 6.6 µM; hit rate 0.1% among 190,000;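 active = inhibition above 80%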;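 also: 0% = DMSO and 100% = nicardipine control wells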
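Incubation: cells with compound and JC-1, 10 min at 25 °C, rotating, no wash / Test system: IgMXP3 (ABCG2) plus far-red-tagged CCRF-Adr (ABCB1) cells / Compound dosing: one concentration, 6.6 µM final / Also added: JC-1 fluorescent substrate / Evaluation: efflux inhibition in percent versus controls / Detection: flow cytometry, 530 nm JC-1 signal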
Bcl-W Bim block – human Bim-Bcl-W interaction inhibition | bead-based flow cytometry, Bim peptide-Bcl-W binding | AID 952 | Q92843 | hit rate 0.02% among 190,000 | inhibition, % at 10 µM;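 also: 0% = bound tracer without compound and 100% = peptide blocker; higher means less fluorescent Bim peptide bound to Bcl-W beads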
Target sequence (Q92843 whole entry, looked up): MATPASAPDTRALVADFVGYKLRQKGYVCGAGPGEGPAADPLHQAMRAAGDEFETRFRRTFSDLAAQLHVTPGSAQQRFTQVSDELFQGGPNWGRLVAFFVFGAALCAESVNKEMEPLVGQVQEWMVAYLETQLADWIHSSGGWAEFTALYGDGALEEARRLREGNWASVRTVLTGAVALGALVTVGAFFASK
Numbers without * were called inactive. Rule as the data show it, unless noted: active = inhibition above about 40%.

Screening CC(=O)Nc1ccc(OCC(O)Cn2c(C)nc3ccccc32)cc1 (stereo not drawn) returned Bim-Bcl-B 0, Bim-Mcl-1 1, RGS8-Gao reg 100, RGS7-Gao reg 98, Bim-Bfl-1 -6, Bim-Bcl-2 -2, Bim-Bcl-XL -1, RGS4-Gao reg 100, ABCB1 inh 0.0, ABCG2 inh -1 and Bcl-W Bim block 1.
CCSCCNC(=O)c1cc(-n2cnnc2)ccc1Cl was read as Bim-Bcl-B -7, Bim-Mcl-1 -2, RGS8-Gao reg 99, RGS7-Gao reg 99, Bim-Bfl-1 -15, Bim-Bcl-2 -8, Bim-Bcl-XL -4, RGS4-Gao reg 100, ABCB1 inh 0.7, ABCG2 inh 9 and Bcl-W Bim block 0.
Screening COC(=O)c1ccc(OCC(=O)c2cccc(OC)c2)cc1 returned Bim-Bcl-B -4, Bim-Mcl-1 -2, RGS8-Gao reg 102, RGS7-Gao reg 100, Bim-Bfl-1 -1, Bim-Bcl-2 0, Bim-Bcl-XL -2, RGS4-Gao reg 100, ABCB1 inh -0.2, ABCG2 inh 2 and Bcl-W Bim block 0.
Screening Cn1c(=O)oc2cc(S(=O)(=O)N3CCCC(C(=O)NCC4COc5ccccc5O4)C3)ccc21 (stereo not drawn) returned Bim-Bcl-B -3, Bim-Mcl-1 1, RGS8-Gao reg 106, RGS7-Gao reg 99, Bim-Bfl-1 -4, Bim-Bcl-2 -3, Bim-Bcl-XL -2, RGS4-Gao reg 106, ABCB1 inh 0.6, ABCG2 inh 2 and Bcl-W Bim block 2.
CCOC(=O)c1c(NC(=O)CSc2nnc(CNC(=O)c3ccco3)n2C)sc2c1CCC2 was read as Bim-Bcl-B -5, Bim-Mcl-1 -3, RGS8-Gao reg 100, RGS7-Gao reg 96, Bim-Bfl-1 0, Bim-Bcl-2 0, Bim-Bcl-XL 0, RGS4-Gao reg 98, ABCB1 inh 0.9, ABCG2 inh 7 and Bcl-W Bim block -1.
For Cc1c(NS(=O)(=O)c2ccc(C(=O)NCc3ccccc3)cc2)c(=O)n(-c2ccccc2)n1C the results were Bim-Bcl-B -8, Bim-Mcl-1 0, RGS8-Gao reg 102, RGS7-Gao reg inconclusive, Bim-Bfl-1 -6, Bim-Bcl-2 -3, Bim-Bcl-XL -4, RGS4-Gao reg 105, ABCB1 inh 0.0, ABCG2 inh 1 and Bcl-W Bim block 0.
CC(On1c(-c2ccccc2)nc2ccc(Cl)cc21)C(=O)O (stereo not drawn) was read as Bim-Bcl-B -2, Bim-Mcl-1 -2, RGS8-Gao reg 99, RGS7-Gao reg 95, Bim-Bfl-1 -7, Bim-Bcl-2 -6, Bim-Bcl-XL -2, RGS4-Gao reg 96, ABCB1 inh 0.5, ABCG2 inh 4 and Bcl-W Bim block -1.
For O=C(Nc1ccccc1-c1ccccc1)C1CCCC1 the results were Bim-Bcl-B -5, Bim-Mcl-1 -2, RGS8-Gao reg 94, RGS7-Gao reg inconclusive, Bim-Bfl-1 -2, Bim-Bcl-2 0, Bim-Bcl-XL -4, RGS4-Gao reg 96, ABCB1 inh -0.1, ABCG2 inh 1 and Bcl-W Bim block -1.
Screening COc1cc(C(=O)Oc2ccccc2N)cc(OC)c1OC returned Bim-Bcl-B -2, Bim-Mcl-1 0, RGS8-Gao reg 100, RGS7-Gao reg 99, Bim-Bfl-1 -1, Bim-Bcl-2 2, Bim-Bcl-XL 0, RGS4-Gao reg 97, ABCB1 inh 1.2, ABCG2 inh 5 and Bcl-W Bim block -5.
O=c1[nH]nc(Sc2ncnc3sccc23)n1CCc1ccccc1 was read as Bim-Bcl-B -10, Bim-Mcl-1 -7, RGS8-Gao reg 101, RGS7-Gao reg 101, Bim-Bfl-1 -11, Bim-Bcl-2 -7, Bim-Bcl-XL -10, RGS4-Gao reg 102, ABCB1 inh 1.1, ABCG2 inh 13 and Bcl-W Bim block -6.
Screening COc1ccc(CNC(=O)C(=O)NCC2CCCO2)cc1 (stereo not drawn) returned Bim-Bcl-B -10, Bim-Mcl-1 -3, RGS8-Gao reg 97, RGS7-Gao reg 95, Bim-Bfl-1 -16, Bim-Bcl-2 -9, Bim-Bcl-XL -10, RGS4-Gao reg 96, ABCB1 inh 0.8, ABCG2 inh 4 and Bcl-W Bim block -1.
For CCCn1nnnc1NC(=O)COc1ccc(CC)cc1 the results were Bim-Bcl-B -4, Bim-Mcl-1 -4, RGS8-Gao reg 103, RGS7-Gao reg 101, Bim-Bfl-1 -1, Bim-Bcl-2 2, Bim-Bcl-XL -6, RGS4-Gao reg 101, ABCB1 inh 0.0, ABCG2 inh 0 and Bcl-W Bim block -4.
For COc1ccccc1/C=C/C=N/NC(=O)c1ccncc1 the results were Bim-Bcl-B -5, Bim-Mcl-1 -5, RGS8-Gao reg 104, RGS7-Gao reg 101, Bim-Bfl-1 -2, Bim-Bcl-2 -3, Bim-Bcl-XL -3, RGS4-Gao reg 101, ABCB1 inh -0.1, ABCG2 inh 0 and Bcl-W Bim block -4.
Cc1ncoc1C(=O)NCCC(c1ccccc1)c1ccccc1 was read as Bim-Bcl-B -6, Bim-Mcl-1 -2, RGS8-Gao reg 100, RGS7-Gao reg 98, Bim-Bfl-1 -3, Bim-Bcl-2 -4, Bim-Bcl-XL -2, ABCB1 inh 0.4, ABCG2 inh 3 and Bcl-W Bim block 0.
For Cc1cccc(-c2noc(CCC(=O)NCC3CCCO3)n2)c1 (stereo not drawn) the results were Bim-Bcl-B -1, Bim-Mcl-1 -5, RGS8-Gao reg 94, RGS7-Gao reg 97, Bim-Bfl-1 1, Bim-Bcl-2 -1, Bim-Bcl-XL -3, RGS4-Gao reg 100, ABCB1 inh 0.3, ABCG2 inh 2 and Bcl-W Bim block -4.
For CCOC(=O)c1nnc(-c2ccc(C)cc2)nc1Sc1ccc(Cl)cc1 the results were Bim-Bcl-B -5, Bim-Mcl-1 1, RGS8-Gao reg 107, RGS7-Gao reg 103, Bim-Bfl-1 -7, Bim-Bcl-2 -4, Bim-Bcl-XL -9, RGS4-Gao reg 106, ABCB1 inh 1.7, ABCG2 inh 11 and Bcl-W Bim block 0.
Screening CSC1=NC(C)(C)C=C(/C=C/c2ccc(Cl)cc2Cl)N1 returned Bim-Bcl-B -7, Bim-Mcl-1 -5, RGS8-Gao reg 111, RGS7-Gao reg 104, Bim-Bfl-1 3, Bim-Bcl-2 2, Bim-Bcl-XL -8, RGS4-Gao reg 105, ABCB1 inh -0.8, ABCG2 inh -1 and Bcl-W Bim block -7.
COc1cccc(C(=O)OCC(=O)Nc2ccccc2N2CCOCC2)c1 was read as Bim-Bcl-B 0, Bim-Mcl-1 -1, RGS8-Gao reg 100, RGS7-Gao reg 103, Bim-Bfl-1 -5, Bim-Bcl-2 0, Bim-Bcl-XL -1, RGS4-Gao reg 103, ABCB1 inh 0.6, ABCG2 inh 3 and Bcl-W Bim block -2.
`CCC(NS(=O)(=O)c1ccc(C)cc1)C(=O)N1CCC2(O)CCCCC2C1` (stereo not drawn) gave Bim-Bcl-B -3, Bim-Mcl-1 1, RGS8-Gao reg 100, RGS7-Gao reg 109, Bim-Bfl-1 -10, Bim-Bcl-2 -1, Bim-Bcl-XL -1, RGS4-Gao reg 107, ABCB1 inh 0.2, ABCG2 inh 1 and Bcl-W Bim block 3.
For CCOCCCNC(=O)c1ccc(-n2c(=S)[nH]c3ccccc3c2=O)cc1 the results were Bim-Bcl-B -4, Bim-Mcl-1 3, RGS8-Gao reg 103, RGS7-Gao reg 102, Bim-Bfl-1 2, Bim-Bcl-2 2, Bim-Bcl-XL 1, RGS4-Gao reg 102, ABCB1 inh 0.2, ABCG2 inh 0 and Bcl-W Bim block -1.
For CC1(C)CC(=O)C=C(NNC(=O)c2ccccc2)C1 the results were Bim-Bcl-B -3, Bim-Mcl-1 -3, RGS8-Gao reg 14*, RGS7-Gao reg 9.9*, Bim-Bfl-1 0, Bim-Bcl-2 1, Bim-Bcl-XL -4, RGS4-Gao reg 4.6*, ABCB1 inh 1.3, ABCG2 inh -9 and Bcl-W Bim block 0.
For Cc1cc(C)c(C)c(S(=O)(=O)NCC(=O)Nc2sc3c(c2C(N)=O)CCCC3)c1C the results were Bim-Bcl-B -7, Bim-Mcl-1 0, RGS8-Gao reg 97, RGS7-Gao reg 99, Bim-Bfl-1 -11, Bim-Bcl-2 -7, Bim-Bcl-XL -8, RGS4-Gao reg 100, ABCB1 inh -0.1, ABCG2 inh 0 and Bcl-W Bim block 0.
For NC(=O)/C(=C\c1ccccc1)NC(=O)/C=C/c1ccccc1 the results were Bim-Bcl-B -7, Bim-Mcl-1 -4, RGS8-Gao reg 103, RGS7-Gao reg 102, Bim-Bfl-1 -2, Bim-Bcl-2 -2, Bim-Bcl-XL -7, RGS4-Gao reg 103, ABCB1 inh 0.6, ABCG2 inh 5 and Bcl-W Bim block -4.
`Cc1noc(C)c1Cc1c(Cl)cccc1Cl` gave Bim-Bcl-B 1, Bim-Mcl-1 -1, RGS8-Gao reg 103, RGS7-Gao reg 100, Bim-Bfl-1 0, Bim-Bcl-2 -1, Bim-Bcl-XL -4, RGS4-Gao reg 102, ABCB1 inh 0.3, ABCG2 inh 1 and Bcl-W Bim block 0.
For CCOC(=O)C1CCCN(c2nc3ccccc3nc2C(C#N)C(=O)NCc2ccccc2)C1 (stereo not drawn) the results were Bim-Bcl-B -11, Bim-Mcl-1 -2, RGS8-Gao reg 102, RGS7-Gao reg 99, Bim-Bfl-1 -13, Bim-Bcl-2 -11, Bim-Bcl-XL -7, RGS4-Gao reg 103, ABCB1 inh 2.5, ABCG2 inh 13 and Bcl-W Bim block -1.
For CSCc1cc(N(C)C)nc(SCc2ccc(Cl)cc2Cl)n1 the results were Bim-Bcl-B 69*, Bim-Mcl-1 32, RGS8-Gao reg 104, RGS7-Gao reg 102, Bim-Bfl-1 52*, Bim-Bcl-2 76*, Bim-Bcl-XL 9, RGS4-Gao reg 104, ABCB1 inh 0.1, ABCG2 inh 11 and Bcl-W Bim block 11.
`CCNS(=O)(=O)c1ccc(NC(=O)c2cc(C(F)(F)F)nn2C)cc1` gave Bim-Bcl-B 2, Bim-Mcl-1 1, RGS8-Gao reg 102, RGS7-Gao reg 100, Bim-Bfl-1 0, Bim-Bcl-2 -1, Bim-Bcl-XL 1, RGS4-Gao reg 102, ABCB1 inh 0.7, ABCG2 inh 4 and Bcl-W Bim block 0.
For Cc1ccc(C)c(S(=O)(=O)NCC(=O)Nc2sc3c(c2C(N)=O)CCC(C)C3)c1 (stereo not drawn) the results were Bim-Bcl-B 3, Bim-Mcl-1 4, RGS8-Gao reg 102, RGS7-Gao reg 102, Bim-Bfl-1 4, Bim-Bcl-2 6, Bim-Bcl-XL 12, RGS4-Gao reg 102, ABCB1 inh -0.1, ABCG2 inh 0 and Bcl-W Bim block 0.
